Source: PubChem BioAssay (ICCB-Longwood Screening Facility, Harvard Medical School)
Polio RdRp inh: poliovirus RNA polymerase inhibition | P03300 | poliovirus polymerase elongation, fluorescence polarization; hits give low values | % elongation, % (compound at 16.7 µg/mL) | hit rate 0.66% among 150,000; in the data active = % elongation below about 90%; also: some results filed as inactive read as strong as hits
Target sequence (P03300 1749-2209 limits assumed): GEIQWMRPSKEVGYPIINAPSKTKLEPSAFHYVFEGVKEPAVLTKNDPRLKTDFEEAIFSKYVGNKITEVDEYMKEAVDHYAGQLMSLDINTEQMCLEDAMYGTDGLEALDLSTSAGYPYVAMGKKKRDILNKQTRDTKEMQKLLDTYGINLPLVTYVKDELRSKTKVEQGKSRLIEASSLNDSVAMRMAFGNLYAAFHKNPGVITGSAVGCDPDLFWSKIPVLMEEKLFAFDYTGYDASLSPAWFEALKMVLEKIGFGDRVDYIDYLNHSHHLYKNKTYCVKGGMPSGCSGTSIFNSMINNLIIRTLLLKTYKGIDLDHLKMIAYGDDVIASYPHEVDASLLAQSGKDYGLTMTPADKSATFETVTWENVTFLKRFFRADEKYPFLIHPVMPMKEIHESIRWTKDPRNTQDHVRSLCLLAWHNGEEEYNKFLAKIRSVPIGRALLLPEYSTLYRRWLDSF
Polio RdRp inh FP z-score: recorded beside Polio RdRp inh, whose call it bears; z-score; measured here: FP z-score; hits read low
Numbers without * were called inactive; & = joins results of further samples.

A first look (19 entries):
SMILES	Polio RdRp inh	Polio RdRp inh FP z-score
COc1ccc(-c2noc(CC(=O)N(C)c3ccc(F)cc3)n2)cc1	106	1.8
Cc1noc(C)c1C(=O)O/N=C(\N)Cc1ccc(-c2csnn2)cc1	100	-0.7
Cc1n[nH]c(=O)nc1NCCCN(C)C	102	0
Cc1ccc2cc(C#N)c(SCC(=O)Nc3ccccc3N3CCOCC3)nc2c1C	100	-0.5
O=C(Nc1cccnc1Sc1ccc(Cl)cc1)c1ccc(C(F)(F)F)cc1	110	1.1
O=c1cccc2n1CC1CC2CN(C(=S)NC2Cc3ccccc3C2)C1 (centres undefined)	99	-0.5
CCC(C(=O)Nc1cccc(OC)c1)N1C(=O)CCn2nccc21 (centres undefined)	102	0
O=C(O)CCCC(=O)Nc1nncs1	103	0.3
COCCNC(=O)c1ccc2c(c1)NC(=O)C(CS(=O)(=O)Cc1ccc(F)cc1Cl)N2 (centres undefined)	117	1.6
OC(COCC1COc2ccccc2O1)C[N+]1(Cc2ccccc2)CCCC1 (centres undefined)	103	0.3
COc1ccc(C(=O)c2ccccc2O)c(O)c1	99&99	-0.1&-0.4
Cc1cccc(C(=O)Nc2nc(-c3ccc(Br)cc3)ns2)c1	107	0.4
Cc1ccc(C)c(-n2c(SCC(=O)NCC(C)C)nnc2-c2cccnc2)c1	102	-0.1
O=C(Nn1c(=O)[nH]c2ccccc2c1=O)c1ccco1	100	-0.1
Cc1cn2c(nc1=O)O[C@@H]1C[C@H]2O[C@@H]1CO	103	0.5
O=C(Cn1c(=O)n(CCCS(=O)(=O)C2CCCCC2)c(=O)c2ccccc21)Nc1ccc(F)cc1	100	-0.1
CCOC(=O)c1c(C)[nH]c(C2=NNC(=NC)SC2)c1C	113	1.9
COCCNc1nnc(SCc2nnc(-c3ccc(F)cc3)o2)s1	115	1.3
CCC(C)NC(=O)c1onc(C)c1Cl (centres undefined)	100	-0.4

All compounds of this part, previewed entries included:
SMILES	Polio RdRp inh	Polio RdRp inh FP z-score
COc1ccc(-c2noc(CC(=O)N(C)c3ccc(F)cc3)n2)cc1	106	1.8
Cc1noc(C)c1C(=O)O/N=C(\N)Cc1ccc(-c2csnn2)cc1	100	-0.7
Cc1n[nH]c(=O)nc1NCCCN(C)C	102	0
Cc1ccc2cc(C#N)c(SCC(=O)Nc3ccccc3N3CCOCC3)nc2c1C	100	-0.5
O=C(Nc1cccnc1Sc1ccc(Cl)cc1)c1ccc(C(F)(F)F)cc1	110	1.1
O=c1cccc2n1CC1CC2CN(C(=S)NC2Cc3ccccc3C2)C1 (centres undefined)	99	-0.5
CCC(C(=O)Nc1cccc(OC)c1)N1C(=O)CCn2nccc21 (centres undefined)	102	0
O=C(O)CCCC(=O)Nc1nncs1	103	0.3
COCCNC(=O)c1ccc2c(c1)NC(=O)C(CS(=O)(=O)Cc1ccc(F)cc1Cl)N2 (centres undefined)	117	1.6
OC(COCC1COc2ccccc2O1)C[N+]1(Cc2ccccc2)CCCC1 (centres undefined)	103	0.3
COc1ccc(C(=O)c2ccccc2O)c(O)c1	99&99	-0.1&-0.4
Cc1cccc(C(=O)Nc2nc(-c3ccc(Br)cc3)ns2)c1	107	0.4
Cc1ccc(C)c(-n2c(SCC(=O)NCC(C)C)nnc2-c2cccnc2)c1	102	-0.1
O=C(Nn1c(=O)[nH]c2ccccc2c1=O)c1ccco1	100	-0.1
Cc1cn2c(nc1=O)O[C@@H]1C[C@H]2O[C@@H]1CO	103	0.5
O=C(Cn1c(=O)n(CCCS(=O)(=O)C2CCCCC2)c(=O)c2ccccc21)Nc1ccc(F)cc1	100	-0.1
CCOC(=O)c1c(C)[nH]c(C2=NNC(=NC)SC2)c1C	113	1.9
COCCNc1nnc(SCc2nnc(-c3ccc(F)cc3)o2)s1	115	1.3
CCC(C)NC(=O)c1onc(C)c1Cl (centres undefined)	100	-0.4
COc1cc(/C=C/C(=O)Nc2c3c(nn2C(C)(C)C)CSC3)cc(OC)c1OC	101	0
Cn1c(Cc2cccs2)nnc1SCc1ncc(-c2ccccc2)o1	96	-1.2
O=C(NC(=S)Nc1cccc(O)c1)C1CCCCC1	103	0.2
CCOC(=O)c1oc2ccc(Br)cc2c1COC(=O)CN1C(=O)C2CC=CCC2C1=O (centres undefined)	103	0.2
CCCCNC(=O)C1Cc2ccccc2CN1S(=O)(=O)c1cccs1 (centres undefined)	106	1
Cc1ccc(NC(=O)c2cc(S(=O)(=O)N3CCCC(C)C3)cn2C)c(Br)c1 (centres undefined)	104	-0.3
Cn1c(=O)c2c(ncn2CC(=O)NCC#N)n(C)c1=O	105	0.7
CC(C)(C)N1CC(OC(=O)c2ccc(Cl)cc2)C1	101	0
CC(C)CCNC(=O)C1CCN(C(=O)c2cc3sccc3n2C)CC1	102	-0.3
Cc1ccc(NC(=O)CN2C(=O)c3ccccc3C2=O)c(C)c1	100	-0.2
Nc1ccc(-c2cc3ccccc3o2)cc1	103	0
Cc1ccc(C)c(NC(=O)C2CCCN(S(=O)(=O)c3cn(C)cn3)C2)c1 (centres undefined)	106	0
Cc1c(C(=O)Nc2ccccc2)sc2ncn(CC(N)=O)c(=O)c12	110	1
Cc1ccc(-c2c(CN3CCN(c4cccc(C(F)(F)F)c4)CC3)csc2C)cc1	89*	-3.6*
CCCc1cc(C(=O)NC(C)C)no1	100	-0.2
CCOc1ccccc1NC(=O)c1ccc2c(c1)CCN2S(=O)(=O)c1ccc(C)cc1	113	1.7
Cc1nc2ccc(NC(=S)NCCCO)cc2nc1C	103	0.3
Cc1oc(-c2ccccc2)nc1Cn1c(SCc2cccc(C(F)(F)F)c2)nc2cccnc21	109	-0.1
CCn1cc(C(=O)NC2CCCCC2)c(=O)c2cc(S(=O)(=O)N3CCCC3)ccc21	101	0
CC(=O)Nc1nc(-c2ccc(S(=O)(=O)N3CCOCC3)cc2)cs1	100	-0.2
CCOc1ccccc1Nc1sc(C(=O)c2ccccc2)c(N)c1C(=O)Nc1ccccc1	107	0
Cn1cc(S(=O)(=O)c2ccccc2)c(=O)c2cc(F)c(N3CCN(c4ccccc4)CC3)cc21	107	-0.1
CCN(C(=O)Nc1ccccc1)c1ccccc1	105	0.1
Cc1ccc2c(c1)-c1c(cnn1CC(=O)N1CCN(c3cc(Cl)ccc3C)CC1)CO2	106	0.5
Nc1ccc(N2CCOCC2)c(N)c1	56*	-13*
NC(N)=NS(=O)(=O)c1ccc(N=Cc2ccc3c(c2)OCO3)cc1	100	-0.3
CCCN(C(=O)Nc1cn(CC(C)C)c(=O)c2ccccc12)c1ccc(F)cc1	98	-0.5
CC1CCc2nc(NC(=O)NCCCN3CCOCC3)sc2C1 (centres undefined)	99	-0.6
O=C(Cn1nc(C(F)(F)F)c2c1CCCC2)N(Cc1ccccc1)Cc1ccccc1	102	0.2
N#Cc1cc2c(=O)n3ccccc3nc2n(-c2nnc(SCc3ccc(F)cc3)s2)c1=O	107	0
Cc1ccc(NC(=O)c2nc(S(C)(=O)=O)ncc2N(Cc2ccco2)Cc2cccs2)cc1C	108	0.2
O=c1[nH]c2c(s1)C(c1cccs1)C1C3CCC(C3)C1S2 (centres undefined)	99	-1.5
Nc1ccc(/C=C/C(=O)O)cc1	97	-0.2
COc1ccc(-c2ccc3cnn(Cc4cccs4)c3n2)cc1	112	1.4
O=c1cc(N2CCCCC2)nc2scc(-c3ccccc3)n12	108	2.4
CN(C)C(=O)c1ccc2c(c1)N(CC(=O)NCc1ccccc1Cl)C(=O)C1CCCCN21 (centres undefined)	107	0.1
CCC(C(=O)NCc1ccccc1)n1ncn2c(cc3occc32)c1=O (centres undefined)	107	0.2
COc1ccc(-c2csc(NC(=O)C(C)C)n2)cc1	105	1.4
O=C(CNS(=O)(=O)c1ccccc1)N1CCN(c2ccccc2)CC1	99	-0.2
O=C(C[n+]1ccccc1)Nc1c2c(nc3c1CCC3)CCCC2	103	0.3
Cc1ccccc1-n1c(-c2ccc(Br)cc2)n[nH]c1=S	101	-0.2

(more compounds)
SMILES	Polio RdRp inh	Polio RdRp inh FP z-score
O=C(Nc1nc2n(n1)C(c1ccccc1)C=C(c1ccc(Cl)cc1)N2)c1ccco1 (centres undefined)	109	-0.4
O=C(Nc1ccccc1F)c1oc2ccccc2c1NC(=O)C12CC3CC(CC(C3)C1)C2	101	-0.9
CSC(N)=Nc1csc(C(F)(F)F)c1-c1ccccc1	107	0.7
COc1ccc(NC(=O)c2ccc(C3SCC(=O)N3Cc3ccco3)cc2)cc1 (centres undefined)	98	-0.9
COc1cc(OC)cc(-c2nnc(NC(=O)c3ccc(S(=O)(=O)N(C)c4ccccc4)cc3)o2)c1	102	0.8
Cc1ccccc1OCC(=O)N1CCc2ccccc2C1	101	0.1
COc1ccc(-c2noc(-c3nnn(-c4ccc(C)cc4C)c3C)n2)cc1	101	-0.4
CCN(C(=O)Cn1nc(Cc2cccnc2)c2ccccc2c1=O)c1ccccc1F	105	0.1
O=C1CC(c2c(Cl)cccc2Cl)c2c(ccc3ccccc23)N1 (centres undefined)	106	0.2
N#Cc1c(-c2ccccc2)cc(-c2ccccc2)nc1SCC(O)CS(=O)Cc1ccccc1 (centres undefined)	100	-0.1
Cc1nn(-c2ccccc2)c2nc3oc(C(=O)c4ccc(Br)cc4)c(N)c3c(-c3cccnc3)c12	67	-4.7
O=C(NC1CCCCC1)C(Cc1c[nH]c2ccccc12)NC(=O)C(c1ccccc1)c1ccccc1 (centres undefined)	107	0.6
COc1cc(NC(=S)N2CCCCC2CO)cc(OC)c1 (centres undefined)	99	-0.2
NCCc1ccc(F)cc1	103	-0.2
COc1ccc2cc3cc(C(=O)NCc4ccco4)oc3nc2c1	103	0.5
C/C(N)=C(/C#N)C(=O)CSc1nc2ccccc2c(=O)n1-c1ccc(C)cc1	106	0.4
CCNC(=O)CSc1nc2ccccc2[nH]1	108	0.7
N/C(=N\O)c1cccc(NC(=O)C2CC2)c1	100	-0.3
Cc1ncc(-c2cc3c(ccc4ccccc43)oc2=O)s1	105	0.6
CCOC(=O)c1[nH]c(C)c(C=C(C#N)C#N)c1C	101	-0.3

3 structures already listed, sorted by formula weight, ascending.
SMILES	Polio RdRp inh	Polio RdRp inh FP z-score
N/C(=N\O)c1cccc(NC(=O)C2CC2)c1	100	-0.3
C/C(N)=C(/C#N)C(=O)CSc1nc2ccccc2c(=O)n1-c1ccc(C)cc1	106	0.4
COc1cc(OC)cc(-c2nnc(NC(=O)c3ccc(S(=O)(=O)N(C)c4ccccc4)cc3)o2)c1	102	0.8

The list continues.
SMILES	Polio RdRp inh	Polio RdRp inh FP z-score
COc1cccc(CSc2nc3n(n2)C(c2ccccc2C)C(C(=O)Nc2ccccc2OC)=C(C)N3)c1 (centres undefined)	106	-0.1
Nc1ccc(Br)cc1-c1nc2ccccc2[nH]c1=O	102	0
Clc1cccc(C2C=C(c3ccccc3Cl)Nc3ncnn32)c1 (centres undefined)	97	-0.8
CC(=O)NCc1ccc(C(=O)CSc2nnc(-c3ccccc3)o2)cc1	115	1
CN(c1ccccc1)S(=O)(=O)c1ccc(NC(=O)c2cc(=O)c3ccccc3o2)cc1	113	1.1
Cn1nc(C(=O)N2CCCC2)c2ccccc2c1=O	102	0.1
Cc1ccc(CCNC(=O)c2ccc(NC(=O)N3CCSc4ccccc43)cc2)cc1	108	0.4
O=C(CSc1cn(CC(=O)N2CCCC2)c2ccccc12)Nc1cc(C(F)(F)F)ccc1Cl	109	-0.6
O=C(Nc1cc(=O)[nH][nH]1)c1cc(-c2ccc(F)cc2)nc2ccccc12	99	-1.3
C[C@@H](C(=O)Nc1ccccc1N1CCOCC1)N1C(=O)C2CC=CCC2C1=O (some centres undefined)	103	-0.2
O=C1c2ccccc2C(=O)N1c1ccc2c(C(F)(F)F)cc(=O)oc2c1	104	0.1
c1ccc(CNc2ncnc3[nH]ncc23)cc1	102	-0.9
O=C(Nc1cccc(-c2nc3ccccc3c(=O)o2)c1)c1ccccc1Br	101	-0.1
COc1ccc(Cc2nnc3n2N=C(c2ccc(CNC(C)=O)o2)CS3)cc1	104	0.2
Cn1nnnc1SCC1=C(C(=O)O)N2C(=O)[C@@H](NC(=O)[C@H](O)c3ccccc3)[C@H]2SC1	97	-0.3
Nc1[nH]c(=O)[nH]c(=O)c1N=Nc1ccc(SC(F)F)cc1	105	0.7
Clc1ccccc1-c1nnc(-c2ccccc2CN2CCN(c3ccccc3)CC2)o1	101	0
CC1CCN(c2nc3nonc3nc2Nc2ccc3c(c2)OCO3)CC1	108	0.7
CCOC(=O)c1cc(OCC(=O)NC(C)C(C)C)cc(C(=O)OCC)c1 (centres undefined)	101	0
Cc1ccc(NC(=O)N2CCC(n3nnc(-c4cccs4)n3)CC2)cc1	106	2
COCc1c(C(=O)Nc2cc(C(F)(F)F)ccc2-n2cncn2)oc2ccccc12	108	0.5
C=CCn1c(N2CCCC2)nc2c1c(=O)[nH]c(=O)n2C	105	1.5
COc1ccc2oc(=O)cc(O)c2c1	107	0.3
CC1CC(=O)N(CC(=O)Nc2ccc(F)cc2F)c2ccccc2S1 (centres undefined)	104	-0.2
CN(C(=O)COn1nnc2ccccc21)C1CCCCC1	102	0.1
Cc1cccc(NC(=O)/C(C#N)=C/c2ccc(C)o2)c1	108	0.4
COC(=O)C1CC(O)CN1c1nc(-c2ccccc2)nc2ccccc12 (centres undefined)	105	0.3
O=C1CSC(=Nc2cccc(C(=O)O)c2)N1	103	0.5
COc1ccc(C2NC(=O)Cc3cc(OC)c(OC)cc32)cc1 (centres undefined)	99	-0.3
CCOc1ccc(CCNC(=O)c2cc3sc(CC)cc3n2C)cc1OCC	104	-0.3
O=C1/C(=C/C2CCCO2)CC/C1=C\C1CCCO1 (centres undefined)	124	2
CCCNC(=O)c1ccc(N2C(=O)c3ccccc3C2=O)cc1	100	-0.3
CCOC(=O)c1ccc(-c2ccc(/C=C3/C(=O)ON=C3C)o2)cc1	105	0.9
CCCCc1nn2c(=O)cc(COC(=O)c3cccc(NC(=O)COc4ccccc4)c3)nc2s1	106	-0.1
O=C1C2C3C=CC(C3)C2C(=O)N1CCOCc1ccccc1 (centres undefined)	97	-1.5
c1ccc(-c2cc(NCC3CC3)n3cnnc3n2)cc1	103	-0.4

Only part of the results is shown; rates above refer to the full screens.
